M. tuberculosis GlmU: inhibition of mycobacterial GlmU enzyme – biochemical, glucosamine-1-phosphate acetyltransferase (AID 1376) | M. tuberculosis GlmU acetyltransferase enzyme assay; higher % means a stronger effect | inhibition, %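 (tested at 30 µM in the primary screen)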, or IC50 in µM where a hit was titrated | 0.25% of 220,000 active; in the data active = inhibition above about 13%;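 also: 0% = complete reaction with vehicle and 100% = reaction without substrate; strong numbers were not always called active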
RmlCD inh 1536: blocks M. tuberculosis RmlC and RmlD coupled enzymes; P9WH09+P9WH11; RmlC+RmlD coupled enzyme assay, percent inhibition; primary screen in compound mixtures; inhibition, % at 3.6 µM; 0.03% of 160,000 active; AID 1533; in the data active = inhibition mostly above about 34%, no sharp cut-off; also: some results filed as inactive read as strong as hits
Target sequence (P9WH09 whole entry, looked up): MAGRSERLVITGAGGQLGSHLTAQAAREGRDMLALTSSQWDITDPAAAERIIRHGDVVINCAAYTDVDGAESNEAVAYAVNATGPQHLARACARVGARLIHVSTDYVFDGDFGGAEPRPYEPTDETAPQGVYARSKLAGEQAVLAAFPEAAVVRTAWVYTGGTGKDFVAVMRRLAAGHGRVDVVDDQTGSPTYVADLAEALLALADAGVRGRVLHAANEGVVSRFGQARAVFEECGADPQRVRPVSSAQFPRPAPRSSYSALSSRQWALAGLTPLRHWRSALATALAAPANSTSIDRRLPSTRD
Target sequence (P9WH11 whole entry, looked up): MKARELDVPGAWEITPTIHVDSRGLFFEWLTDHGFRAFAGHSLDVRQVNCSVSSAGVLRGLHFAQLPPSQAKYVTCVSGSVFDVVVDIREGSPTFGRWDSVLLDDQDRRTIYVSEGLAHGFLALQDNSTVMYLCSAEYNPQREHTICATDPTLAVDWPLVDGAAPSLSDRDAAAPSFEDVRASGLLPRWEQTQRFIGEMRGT
An asterisk follows results filed as active; . = not tested or not shown. Some of the compounds tested. The share of hits here may be higher or lower than overall.

Under each structure: M. tuberculosis GlmU	RmlCD inh 1536
- Cc1ccc(NC(=O)CSc2nnc(-c3cccnc3)s2)cc1
 : 2.7%	-6
- Cc1nn(C)c(C(=O)N/N=C/c2cc3c(cc2Br)OCO3)c1Br
 : 9.6%	.
- O=C(Nc1cccc(Cl)c1)OCCN1CCN(Cc2ccccc2)CCC1=O
 : -1.8%	.
- Cc1ccc(C2N(c3cc(C)on3)C(=O)C3CCCN32)cc1 (stereo unspecified)
 : -4.8%	16
- COc1ccc(NC(=O)CN2CCC(NC(=O)C3CCCCC3)CC2)cc1
 : 0.4%	.
- C=CCNC(=O)c1ccccc1NC(=O)c1ccccc1N(C)S(C)(=O)=O
 : 0.3%	8
- COc1ccc(OC)c(NC(=O)c2cccnc2Sc2cc(C)ccc2C)c1
 : 1.8%	7
- Cc1ccc(S(=O)(=O)NN2C(=O)c3ccccc3NC2c2ccccn2)cc1 (stereo unspecified)
 : 4.6%	3
- CSc1cccc(NC(=O)CN(c2cc(C)ccc2C)S(C)(=O)=O)c1
 : 7.8%	.
- CSc1ccc(CN2CCCC(CNC(=O)c3ccc(F)cc3)C2)cc1 (stereo unspecified)
 : -3.9%	.
- Cc1cccc(-n2c(Cc3cc(=O)[nH]c(=O)[nH]3)nnc2SCC(=O)NCC2CCCO2)c1 (stereo unspecified)
 : 1.4%	-4
- COc1ccc(/C=C2\CCc3ccccc3C2=O)cc1OC
 : -5.7%	.
- Cn1c(CC(=O)Nc2ccc(Cl)c(Cl)c2)nnc1SCC(=O)Nc1nccs1
 : -0.4%	.
- CC(/C=N/NC(=O)Cc1cccs1)=C\c1ccco1
 : 2.9%	.
- O=C(NCCCN1CCC(Cc2ccccc2)CC1)C1CC(=O)N(C2CCCCCC2)C1 (stereo unspecified)
 : -7.0%	8
- Cc1cc(OC(F)F)ccc1NC(=O)Nc1ccc([N+](=O)[O-])cc1
 : -5.0%	11
- O=C(Cc1ccccc1)Nc1ccc2oc(-c3ccncc3)nc2c1
 : -3.8%	-7
- Cn1c(=O)c([N+](=O)[O-])c(NCC(O)c2ccccc2)c2ccccc21 (stereo unspecified)
 : -1.5%	5
- O=C(Nc1ccncc1)c1cc(F)cc(F)c1
 : 0.9%	-11
- Cc1ccc(-c2cc(Cc3ccc(F)cc3)c(=O)[nH]n2)cc1
 : 6.1%	-2
- c1ccc(-c2cn3c(n2)CCC3)cc1
 : -3.2%	9
- CCCCC(=O)N1C/C=C\C(c2ccc(OC)cc2)N(Cc2ccc(F)cc2)C(=O)[C@H]1Cc1ccccc1 (stereo partly specified)
 : -1.1%	.
- Nc1[nH]n(-c2ccccc2)c(=O)c1N=Nc1ccccc1
 : -4.0%	-1
- Cc1ccc(C(C(=O)NC2CCCCC2)N2CCCC2)cc1 (stereo unspecified)
 : -6.8%	.
- Cc1ccc(CSc2nnc(-c3ccc4c(c3)OCO4)o2)cc1
 : 0.1%	.
- Cc1ccc(NC(=O)CCCCCC2NC(=O)NC2C)cc1 (stereo unspecified)
 : -1.2%	.
- Cc1cccc(-c2noc(-c3ccccc3C(=O)NCc3ccco3)n2)c1
 : -4.1%	14
- Cc1nnc(SCC(=O)NC2CCCCC2)n1C1CCCCC1
 : 4.0%	7
- CC1(C)C(c2ccc(Cl)cc2)=[N+]([O-])C2(CCCC/C2=N\O)N1O (stereo unspecified)
 : 0.9%	16
- Fc1ccc(C(CNC(=S)NC2CCCCC2)N2CCOCC2)cc1 (stereo unspecified)
 : -1.0%	-8

5 entries from above, as comma-separated lines:
molecule,M. tuberculosis GlmU,RmlCD inh 1536
CCCCC(=O)N1C/C=C\C(c2ccc(OC)cc2)N(Cc2ccc(F)cc2)C(=O)[C@H]1Cc1ccccc1 (stereo partly specified),-1.1%,.
Nc1[nH]n(-c2ccccc2)c(=O)c1N=Nc1ccccc1,-4.0%,-1
Cc1ccc(C(C(=O)NC2CCCCC2)N2CCCC2)cc1 (stereo unspecified),-6.8%,.
Cc1ccc(CSc2nnc(-c3ccc4c(c3)OCO4)o2)cc1,0.1%,.
Cc1ccc(NC(=O)CCCCCC2NC(=O)NC2C)cc1 (stereo unspecified),-1.2%,.

The main list resumes; the four compounds before the break are reprinted first.
Under each structure: M. tuberculosis GlmU	RmlCD inh 1536
- Cc1cccc(-c2noc(-c3ccccc3C(=O)NCc3ccco3)n2)c1
 : -4.1%	14
- Cc1nnc(SCC(=O)NC2CCCCC2)n1C1CCCCC1
 : 4.0%	7
- CC1(C)C(c2ccc(Cl)cc2)=[N+]([O-])C2(CCCC/C2=N\O)N1O (stereo unspecified)
 : 0.9%	16
- Fc1ccc(C(CNC(=S)NC2CCCCC2)N2CCOCC2)cc1 (stereo unspecified)
 : -1.0%	-8
- O=C(O)/C=C/C(=O)Nc1ccc2c(c1)C(=O)c1ccccc1C2=O
 : -0.3%	-6
- CC(C)(C)NC(=O)NC(=O)CN1CCN(c2ccccc2)CC1
 : -5.0%	7
- CC(=O)Cn1c(CN2CC(C)CC(C)C2)nc2c1c(=O)n(C)c(=O)n2C (stereo unspecified)
 : 0.0%	.
- Cc1cc(C(F)F)n2nc(C(=O)NCc3ccccc3F)nc2n1
 : 0.1%	.
- Cc1noc(C)c1S(=O)(=O)Nc1ccc(C(=O)NCc2ccccc2)cc1
 : -1.7%	3
- COC(=O)C1C(=O)C2=C(CC1C)NC(C)=C(C(=O)OC1CCCC1)C2c1ccc(N(C)C)cc1 (stereo unspecified)
 : -5.0%	6
- Cc1cccc(OCC(=O)N2CCN(C(=O)CCC3CCCC3)CC2)c1
 : 7.2%	7
- CCC(O)(CC)C(=O)NN(C(=O)Nc1csc2c1CCCC2)c1ccccc1
 : 2.8%	.
- CCc1ccc2nc(N3C(=O)c4oc5ccccc5c(=O)c4C3c3ccc(OC)c(OC)c3)sc2c1 (stereo unspecified)
 : -2.7%	-4
- COCCCn1c(SCC(=O)Nc2ccccc2)nnc1-c1ccncc1
 : 4.4%	.
- Cc1nn2c(=O)c(NC(=O)c3ccc(F)cc3)cnc2s1
 : -0.2%	.
- COC(=O)N1CCN(c2ccc(OC)cc2)CC1
 : -6.2%	-7
- COc1ccc(S(=O)(=O)n2ccc(-c3cnc(-c4ccccc4)s3)n2)cc1
 : -1.3%	.
- O=C(Nc1ccccn1)c1cccs1
 : -5.8%	5
- Clc1cccc(N2CCNCC2)n1
 : -2.4%	4
- COc1ccc(S(=O)(=O)N2CCOC2CNC(=O)C(=O)NCc2cccnc2)cc1OC (stereo unspecified)
 : 0.4%	3
- CC(=O)Nc1cccc(NC(=O)c2ccc(C(=O)Nc3cccc(NC(C)=O)c3)nc2)c1
 : -3.0%	-3
- O=C(CN1C2CCCC1CC(NC(=O)C1CCCCC1)C2)NCc1ccc(F)cc1 (stereo unspecified)
 : -1.1%	.
- O=C(NCC1CCCO1)C1CC(=O)N(c2ccc(F)c(Cl)c2)C1 (stereo unspecified)
 : -1.8%	6
- COc1ccc(CC(=O)Nc2ccccc2N2CCCCC2)cc1OC
 : -1.5%	0
- COc1ccccc1N1CCN(CCCCOc2ccc(F)cc2)CC1
 : 3.8%	2
- CCN(c1ccccc1)S(=O)(=O)c1cccc(C(=O)O)c1
 : 2.0%	.
- COc1ccc(S(=O)(=O)NC2CCCC2)cc1Br
 : -5.2%	.
- Cc1ccc(-c2noc(CSc3nnc(Cc4ccccc4)n3-c3cccc(C)c3)n2)cc1
 : -4.2%	6
- C/C=C/c1ccc(OCC(=O)NCc2ccccc2OC)c(OC)c1
 : -0.6%	-11
- CC(=O)OC1(c2ccccc2)CC(C(C)(C)C)CN(C(C)(C)C)C1 (stereo unspecified)
 : 2.8%	1
- COc1ccc(C(=O)O)cc1N1C(=O)Nc2ccccc2N1O
 : .	11
- CCOC(=O)N1CCC(N2CCN(S(=O)(=O)c3ccc4ccccc4c3)CC2)CC1
 : -2.7%	.
- c1ccc(C2OCC3(CO2)COC(c2ccccc2)OC3)cc1 (stereo unspecified)
 : -1.6%	.
- Clc1ncc(Cn2cccn2)s1
 : 2.0%	-14

Further compounds follow:
Under each structure: M. tuberculosis GlmU	RmlCD inh 1536
- Cc1nc(Cl)sc1C(=O)Nc1cccc2ccccc12
 : -3.7%	2
- CNC(=O)COC(=O)Cc1ccc(Cl)cc1
 : 3.9%	-3
- COc1ccc(OC)c(NC(=O)Cn2c(=O)n(CC(=O)NCc3ccco3)c(=O)c3ccccc32)c1
 : 3.2%	4
- CC(C(=O)NC1CC(C)(C)NC(C)(C)C1)c1ccc([N+](=O)[O-])cc1 (stereo unspecified)
 : -2.1%	13
- CCOc1ccccc1NC(=O)Nc1ccc(Br)cc1C
 : 1.3%	.
- COc1ccc(NC(=O)CC2SC(=N)N(c3ccccc3)C2=O)c(OC)c1 (stereo unspecified)
 : 4.0%	3
- COc1ccc(NC(=O)Cc2c(F)c(F)c(F)c(F)c2F)cc1OC
 : -2.0%	.
- CCCCCNC(=O)c1ccccc1SC
 : -6.1%	.
- O=C(CN1CCCCC1)c1ccccc1Cl
 : 0.5%	0
- CCOc1cc(C(=O)NCC2CCCO2)cc(OCC)c1OCC (stereo unspecified)
 : 2.7%	9
- COc1ccc(C(=O)c2sc(NC(C)C)nc2N)cc1OC
 : -0.6%	8
- CCCCNc1ccc(C(CC(N)=O)NC(=O)c2ccccc2)cc1[N+](=O)[O-] (stereo unspecified)
 : 4.3%	0
- N=c1ncn(CC(O)CN2CCOCC2)c2nc(N3CCOCC3)[nH]c12 (stereo unspecified)
 : .	9
- c1cnc(N2CCSCC2)nc1
 : 6.2%	5
- COc1ccc([N+](=O)[O-])cc1NC(=O)CSc1ccc2ccccc2c1
 : -3.4%	.
- O=C1CC2c3ccccc3C1C1C(=O)N(CCO)C(=O)C21 (stereo unspecified)
 : 3.9%	-11
- CCc1nc(SCC(=O)c2ccc(Cl)s2)c2oc3ccccc3c2n1
 : .	-7
- CCOc1ccc(OCCSc2nc(N)cc(=O)[nH]2)cc1
 : 3.5%	-6
- CCc1c(C(=O)Nc2cc(C)cc(C)c2)[nH]c(C)c1C(C)=O
 : -2.2%	.
- COc1ccc(/C(C)=N/NC(=O)CNC(=O)CCc2ccccc2)c(OC)c1
 : 0.5%	6
- Cc1cccc(N(CC(=O)N/N=C/c2cc([N+](=O)[O-])ccc2Cl)S(C)(=O)=O)c1C
 : -4.7%	.
- COC(=O)c1ccc(CSc2nc(C)nc3c2c(=O)n(C)c(=O)n3C)o1
 : -2.3%	5
- COc1cc(NC(=O)Cc2nn(C)c(=O)c3ccccc23)cc(OC)c1
 : 0.7%	5
- O=C(Nc1c(S(=O)(=O)c2ccccc2)csc1Br)c1ccccc1Cl
 : 5.5%	2
- CC1(C)CC(=O)C=C(NCCN2CCN(C(=S)Nc3ccc(F)cc3)CC2)C1
 : -2.3%	11
- c1cncc(-c2nnc3sc(-c4ccco4)nn23)c1
 : 2.9%	9
- COc1ccc(-c2[nH]c(-c3ccc(F)cc3)nc2SCC(=O)NCc2ccco2)cc1OC
 : -8.3%	-3
- Cc1cccc(Nc2nnc(SCC(=O)Nc3ccccc3[N+](=O)[O-])s2)c1C
 : 1.5%	8
- COC(=O)c1ccc(C(=O)OC)c(NC(=S)N2CCCC(C)C2)c1 (stereo unspecified)
 : 0.9%	-13
- COc1cccc(CNC(=O)C2CCN(C(=O)N(C)C)CC2)c1
 : 4.0%	-7

Next part
Under each structure: M. tuberculosis GlmU	RmlCD inh 1536
- COc1cccc2c(=O)c(C(=O)NCc3cccs3)c[nH]c12
 : 1.8%	8
- CN(C)S(=O)(=O)c1cccc(-n2sc3ccccc3c2=O)c1
 : -5.7%	-4
- CCCNC(=O)CCn1nc(-c2ccc(Cl)cc2)c2ccccc2c1=O
 : -5.0%	-3
- COc1ccc(-n2cnnc2SCC(=O)Nc2ccc(N3CCOCC3)cc2)cc1
 : -0.4%	-10
- CCCCCC(=O)Nc1cccc(C2=NOC3(C2)C[C@H](C(N)=O)N(C(=O)CC#N)C3)c1 (stereo partly specified)
 : 0.2%	.
- CC1=C(C#N)S(=O)(=O)C(C#N)C(c2ccccc2)C1 (stereo unspecified)
 : -1.4%	-9
- CC12CCC(C(=O)N3CCCCCC3)(OC1=O)C2(C)C (stereo unspecified)
 : 2.8%	6
- COc1cc(OC)c(S(=O)(=O)Nc2ccccc2N2CCOCC2)cc1NC(C)=O
 : -5.2%	6
- O=C(COc1ncnc2c(Cl)cc(Cl)cc12)Nc1cc([N+](=O)[O-])ccc1Cl
 : 1.4%	6
- CC(C)NC(=O)c1ccc2c(=O)n(Cc3ccco3)c(=S)[nH]c2c1
 : 1.5%	104
- O=C1Nc2c(Br)cc(Br)c3cccc1c23
 : 0.6%	3
- COc1cccc(NCc2ccc([N+](=O)[O-])s2)c1
 : 4.0%	3
- O=C(O)COCc1nc2ccccc2s1
 : 0.5%	.
- COc1cc(/C=C(\C#N)C(N)=O)ccc1OCc1c(C)no[n+]1[O-]
 : -1.1%	.
- COc1cc(/C=N/Nc2nc(N3CCCCC3)nc(N3CCCCC3)n2)ccc1OC(=O)c1ccco1
 : 7.1%	-14
- COc1ccc(-c2nnc(SCC#CCO)o2)cc1OC
 : 1.5%	-10
- COc1ccc(C)cc1S(=O)(=O)N(CC(=O)N1CCOCC1)Cc1ccccc1
 : 4.8%	7
- CCOC(=O)C1(Cc2cccc(F)c2)CCN(CC(O)CO)CC1 (stereo unspecified)
 : 0.5%	29
- CCOC(=O)CSc1nnc(CNC(=O)c2ccc(OC)cc2OC)n1C
 : -1.1%	4
- Cc1ccc(N2CCN(CCCN3C(=O)C4CCCN4C3=O)CC2)cc1 (stereo unspecified)
 : -0.4%	-10
- Cc1ccc(C(=O)NC(=S)Nc2ccc(S(=O)(=O)N(C)c3ccccc3)cc2)cc1
 : -7.0%	8
- ONC(=Nc1ccc(Cl)cc1)c1ccccc1
 : 4.4%	14
- O=C(NNc1nc2ccccc2s1)c1ccc(F)cc1
 : 3.5%	.
- CCn1cc(C(=O)NCc2ccco2)c(=O)c2cc(S(=O)(=O)N3CCCCCC3)ccc21
 : 1.1%	-3
- CCOC(=S)SCC(=O)Nc1nccs1
 : -4.0%	.
- CCCCCNCC(=O)Nc1cc(C(F)(F)F)ccc1OCCOC
 : 1.6%	-2
- O=C(CN1CCOCC1)NNc1c2ccccc2nc2ccccc12
 : 5.8%	2

Source: PubChem BioAssay
